From PubChem
NCI-60 one-dose screen, 48 h, at 10 µM unless noted. Numbers give growth in % (100 = growth as untreated, 0 = no growth, -100 = all killed).
OVCAR-5 = OVCAR-5 ovarian cancer; hit rate 2.9% among 82,000; AID 1794783
U251 = U251 CNS tumor cells; AID 1794753; hit rate 5.4% among 80,000
PC-3 = PC-3 prostate cancer cells | hit rate 3.9% among 80,000 | AID 1794754
OVCAR-4 = OVCAR-4 ovarian cancer cells. hit rate 3.7% among 80,000
OVCAR-8 = OVCAR-8 ovarian cancer | hit rate 4.4% among 81,000
DU-145 = DU-145 prostate cancer; AID 1794760; hit rate 4.2% among 81,000
SK-OV-3 = SK-OV-3 ovarian cancer cells; hit rate 3.2% among 80,000
SF-268 = SF-268 CNS cancer cells; hit rate 3.1% among 82,000
OVCAR-3 = OVCAR-3 ovarian cancer; hit rate 7% among 79,000
* marks the source's active call; other numbers are inactive results; . = not tested or not shown; & = joins results of further samples; ! = a repeat was not active; [ ] = remark or other dose. The calls were made as follows: active = growth percent below 10; inactive = the rest.

compound,DU-145,PC-3,U251,OVCAR-4,OVCAR-5,OVCAR-8,OVCAR-3,SF-268,SK-OV-3
O=[N+]([O-])c1ccc2c(c1)N1C(=NS(=O)(=O)c3cnccc31)O2,106,.,110,109,103,100,100,128,129
CC(=O)C1=C(O)c2ccccc2C(=O)C1=O,119,89,.,110,96,99,99,111,112
COc1cccc(-c2nn(-c3ccccc3)cc2-c2ccnc(NCCCNS(=O)(=O)c3cccc(F)c3)c2)c1,54,12,28,34,61,12,47,47,41
O=C1CSC(c2cn(-c3ccccc3)nc2-c2ccc(Cl)cc2)N1c1ccccc1 (stereo not given),115,100,106,110,112,104,124,109,114
CC(=O)/C(N=Nc1ccc(N=N/C(C(C)=O)=C(\C)O)cc1)=C(\C)O,106,103,93,89,112,91,105,94,95
Cc1c(NC(=O)CCCN2C(=O)/C(=C/c3cn(C)c4ccccc34)SC2=S)c(=O)n(-c2ccccc2)n1C,91,.,100,94,105,87,98,75,87
Nc1ccc(S(=O)(=O)O)c([N+](=O)[O-])c1,101,102,108,90,106,106,106,97,96
C=C(C)[C@@H]1CC[C@]2(COC(=O)c3cccnc3)CC[C@]3(C)[C@H](CC[C@@H]4[C@@]5(C)CCCNC(C)(C)[C@@H]5CC[C@]43C)[C@@H]12,93,58,99,88,102,104,90,86,107
CCC1=CCC[C@@]2(C)CCC[C@@]3(C)CCCC(C)(C)[C@]1([O-])[O+]32,105,96,103,85,104,104,111,107,107
COC(=O)C(CSC(c1ccccc1)(c1ccccc1)c1ccccc1)NC(=O)C(CSCc1ccccc1)NC(=O)CCNC(=O)OCc1ccccc1 (stereo not given),95,70,.,90,105,32,73,72,53
Nc1nc(SCC#CCCl)c2[nH]cnc2n1,56,63,44,43,91,71,55,53,50
COc1ccc([N+](=O)[O-])cc1C(=O)Nc1cccc(-c2cc(=O)c3c(OC)c(OC)c(OC)cc3o2)c1,102,101,101,103,101,76,108,97,108
Cc1ccc(-c2nc(Nc3ccc(C(=O)O)cc3)c3ccccc3n2)cc1,82,77,87,74,96,82,80,70,100
CCSC(SCC)C(OC(=O)c1ccccc1)C(OC(=O)c1ccccc1)C(COC(c1ccccc1)(c1ccccc1)c1ccccc1)OC(=O)c1ccccc1 (stereo not given),113,98,100,107,120,100,116,101,94
N#CC1CN(S(=O)(=O)O[C@@H]2C(=O)N(c3cc4c5ccccc5ccc4c4ccccc34)[C@H]2c2ccc(F)cn2)C1,103,80,88,91,96,.,105,87,90

Going on with the list.
compound,DU-145,PC-3,U251,OVCAR-4,OVCAR-5,OVCAR-8,OVCAR-3,SF-268,SK-OV-3
N#Cc1c(N=Cc2ccc(O)cc2)n[nH]c1Nc1ccccc1,110,107,108,111,99,113,86,86,111
O=C1OC(c2cc(Br)c(O)c(Br)c2)c2ccccc21 (stereo not given),112,89,93,109,106,95,116,98,97
Cc1nc(Nc2nc(C)c3ccc(OCCN4CCOCC4)cc3n2)[nH]c(=O)c1C,15,11,8.7*,-22*,-40*,0.4*,3.4*,9.7*,-6.4*
O=C1N=NC2=C1c1c3ccccc3c(O)n1CC2,121,86,105,106,103,101,127,108,100
COc1cc(/C=C/C(=O)c2ccc(NC(=O)CSc3nnc(-c4ccc(-c5nc6ccc(Cl)cc6[nH]5)cc4)o3)cc2)cc(OC)c1OC,94,92,88,102,91,98,84,92,99
O=C(CSc1nnc(-c2ccc(Cl)cc2)n1-c1ccccc1)Nc1ccc(Cl)cc1,62,61,33,-56*,37,31,57,41,75
NS(=O)(=O)c1ccc(CCN2C(=O)c3cc(Cl)c(Cl)cc3C2=O)cc1,104,99,102,104,108,106,109,98,113
N#C/C(=C\c1ccc(-c2ccccc2)o1)c1ccccc1,99,77,87,64,94,99,96,96,83
NC1N=C(SCC(=O)N2CCN(c3cc4c(cc3F)c(=O)c(C(=O)O)cn4C3CC3)CC2)NC(=O)/C1=C/c1ccccc1 (stereo not given),109,98,102,95,100,107,109,97,111
C(=N\N1CCCCCC1)/c1ccc(OCc2ccccc2)cc1,100,82,89,103,104,101,108,100,108
COC(=O)c1cccc(O)c1,115,96,91,115,102,103,121,107,104
COc1ccc(/C=N/NC(=O)C(=O)N/N=C/c2ccc(OC)c(S(=O)(=O)O)c2)cc1S(=O)(=O)O,108,88,101,106,114,107,108,103,109
CC1(C)OC(=O)NC1=O,118&111,98&101,91&100,103&109,105&102,102&102,118&114,107&107,114&115
O=C(CCC(=O)Nc1ccccc1)Nc1ccccc1,108,90,.,106,97,104,105,102,100
Clc1ccc(-c2cn3c(n2)SCC3)c(Cl)c1Cl,91,76,84,87,79,91,85,46,91

Complete entries, looked up by structure. Values in the order: DU-145 | PC-3 | U251 | OVCAR-4 | OVCAR-5 | OVCAR-8 | OVCAR-3 | SF-268 | SK-OV-3
NC1N=C(SCC(=O)N2CCN(c3cc4c(cc3F)c(=O)c(C(=O)O)cn4C3CC3)CC2)NC(=O)/C1=C/c1ccccc1 (stereo not given) across the screens: 109 | 98 | 102 | 95 | 100 | 107 | 109 | 97 | 111
NS(=O)(=O)c1ccc(CCN2C(=O)c3cc(Cl)c(Cl)cc3C2=O)cc1 across the screens: 104 | 99 | 102 | 104 | 108 | 106 | 109 | 98 | 113
CC1(C)OC(=O)NC1=O across the screens: 118&111 | 98&101 | 91&100 | 103&109 | 105&102 | 102&102 | 118&114 | 107&107 | 114&115
O=C1N=NC2=C1c1c3ccccc3c(O)n1CC2 across the screens: 121 | 86 | 105 | 106 | 103 | 101 | 127 | 108 | 100

Further entries follow.
compound,DU-145,PC-3,U251,OVCAR-4,OVCAR-5,OVCAR-8,OVCAR-3,SF-268,SK-OV-3
Cc1ccc(C(C)C)c(O)c1N=Cc1cc(Br)ccc1O,110,86,102,105,103,98,112,96,116
N#Cc1c(N)nc2c(-c3nc4ccccc4s3)c(Nc3ccccc3)sc2c1N,110,83,91,105,100,97,95,100,86
O=C(NNc1nc2cc(F)ccc2n2cncc12)c1cnccn1,27,45,30,31,50,21,28,28,28
CCCCCCCCCCCCCCCCCCCC(=O)NCCc1c[nH]c2ccc(O)cc12,105,73,99,98,111,102,87,92,137
O=C(O)C(=Cc1ccco1)C(=O)O,106,101,103,113,107,107,112,103,100
CCC(=Cc1ccc(CC)cn1)CC,108,103,103,113,98,96,110,104,110
N#CCc1ccnc2ccccc12,103,96,96,106,103,99,108,97,111
Cc1ccc(-c2csc3nc(C)c(CCCl)c(=O)n23)cc1,104,84,106,82,107,103,99,91,105
CNC(=O)c1[nH]c(C)c2c1CCCCC2=O,128,78,98,102,101,103,122,122,96
O=Cc1cc(Cl)ccc1[N+](=O)[O-],108,90,89,.,92,102,110,111,100
N#Cc1c2c(nn(-c3cccc(Cl)c3)c1=O)C(O)=C([N+](=O)[O-])C(c1ccccc1Cl)C2 (stereo not given),91,78,66,74,118,86,93,100,.
Nc1c(Cl)cccc1[N+](=O)[O-],111,98,103,111,102,102,111,105,108
Oc1ccc2ccccc2c1/C=N/Nc1ccccc1,103,64,89,78,75,87,92,83,93
COc1ccc2nc3cc(Cl)ccc3c(NCCCNCCC(C)O)c2c1 (stereo not given),-16*,-50*,-41*,-29*,-19*,0.8*,-38*,-26*,3.7*
COc1cc(C2CC(c3ccc(Cl)cc3)=NN2C=O)ccc1OS(=O)(=O)c1ccc(C)cc1 (stereo not given),105,94,91,112,87,90,102,100,96

The list continues:
compound,DU-145,PC-3,U251,OVCAR-4,OVCAR-5,OVCAR-8,OVCAR-3,SF-268,SK-OV-3
Cc1cnc(NC(=O)C2=C(O)c3ccccc3S(=O)(=O)N2C)s1,109,101,108,104,112,108,105,113,114
CCOCCOCCOCCOCCOCCOCCOCCOCCOCCO (tested in a mixture with another compound),28,9.2*,7.7*,21,.,5.9*,-17*,22,38
C#Cc1cccc(NC(=O)c2ccc(NC(=O)CCl)cc2)c1,42[8.25 µM],-47*[8.25 µM],-90*[8.25 µM],17[8.25 µM],40[8.25 µM],-14*[8.25 µM],-86*[8.25 µM],-8.8*[8.25 µM],77[8.25 µM]
O=C(O)CSCc1nnc2n(Cc3ccccc3)c(=O)c3c4c(sc3n12)CCCC4,114,101,102,96,94,93,107,112,106
Cn1cc2c(=O)nc3c(-c4nc5ccccc5[nH]4)n[nH]n3c2n1,72,67,90,91,126,71,73,74,85
CC[C@@H](C)OC(=O)c1nn(C(C)=O)c2ccccc12,107,103,99,103,101,93,112,104,114
O=C(O)/C=C/c1ccccc1[N+](=O)[O-],109,84,124,118,107,113,104,104,97
Cc1ccn2c(C(=O)c3ccc(Br)cc3)cc(-c3cc(-c4ccc(N(C)C)cc4)c(C#N)c(N)n3)c2c1,56,64,20,63,66,38,50,68,94
CN(C(=O)c1ccccc1)C(=O)c1ccccc1,112,97,105,106,105,103,112,102,107
CCOC(=O)c1ccccc1NC(=O)Nc1sc2c(c1C(N)=O)CCC(=O)C2,108,104,105,110,104,102,111,98,114
C=CCOc1ccc(/C=N/NC(N)=S)cc1,104,85,110,94,110,100,95,103,111
COc1ccc2c(c1)CC/C(=C\c1cccc(OCC(=O)Nc3nc4ccccc4s3)c1)C2=O,.,.,93,123,105,95,100,96,114
O=c1[nH]c(-c2cccnc2)nc2c1sc(=S)n2-c1ccccc1,111,97,112,111,115,114,123,107,107
C/C=C/C=C1/OC(C)=C(C(C)=O)C1=O,111,109,109,102,112,98,111,106,93
COc1ccc(-c2cc(-c3ccccc3)nc(SCCCCCCC(=O)NO)n2)cc1,60,59,51,77,58,44,68,97,61

Sorted by number of heavy atoms (lowest first): 5 of the compounds above
compound,DU-145,PC-3,U251,OVCAR-4,OVCAR-5,OVCAR-8,OVCAR-3,SF-268,SK-OV-3
C/C=C/C=C1/OC(C)=C(C(C)=O)C1=O,111,109,109,102,112,98,111,106,93
C=CCOc1ccc(/C=N/NC(N)=S)cc1,104,85,110,94,110,100,95,103,111
Cc1cnc(NC(=O)C2=C(O)c3ccccc3S(=O)(=O)N2C)s1,109,101,108,104,112,108,105,113,114
O=C(O)CSCc1nnc2n(Cc3ccccc3)c(=O)c3c4c(sc3n12)CCCC4,114,101,102,96,94,93,107,112,106
Cc1ccn2c(C(=O)c3ccc(Br)cc3)cc(-c3cc(-c4ccc(N(C)C)cc4)c(C#N)c(N)n3)c2c1,56,64,20,63,66,38,50,68,94

New compounds follow:
compound,DU-145,PC-3,U251,OVCAR-4,OVCAR-5,OVCAR-8,OVCAR-3,SF-268,SK-OV-3
COc1cccc(OC)c1/C=C(\C#N)C(=O)Nc1cc(-c2ccccc2)nn1-c1ccccc1,105,99,102,93,100,100,109,97,110
CCN(CC)c1ccc(-c2nc3c4ccccc4c4ccccc4c3[nH]2)c(O)c1,104,91,110,128,108,100,109,105,90
O=C1NC(=O)C(Cc2ccc(OCc3ccc(-c4ccc(F)cc4)cc3)cc2)S1 (stereo not given),95,69,80,68,99,90,80,75,91
Cn1cc(-c2nnc(N)nc2-c2c[nH]c3ccc(F)cc23)c2cc(Br)ccc21,38,23,18,50,68,34,11,40,34
CC(CCCO)Nc1ccnc2cc(Cl)ccc12 (stereo not given),104,95,96,91,118,96,100,101,110
O=c1oc2cc(OS(=O)(=O)c3ccc(F)cc3)ccc2c2c1CCCCCC2,89,72,72,.,75,89,84,98,102
CC(=O)N1N=C(c2ccccc2)CC1c1c(C)nn(-c2ccccc2)c1N1CCOCC1 (stereo not given),109,81,89,98,99,97,116,100,94
COc1ccc(C2=C(Br)C(=O)C(c3ccc(OC)cc3)=C(Br)C2=O)cc1,107,91,98,105,112,102,109,104,93
COCCOc1cc2ncnc(N3CCN(c4ncc(S(=O)(=O)N5CCCCC5)cn4)CC3)c2cc1OCCOC,102,89,98,105,114,97,114,93,123
CC(=O)NCNC(C)=O,118,89,103,110,105,98,120,110,113
COc1ccc(N2C(=O)CCSC2=S)cc1,101,.,99,100,95,102,105,92,98
COc1cc2c(cc1OC)C1(C)N(CC2)C(=O)OC1(C)C (stereo not given),112,97,101,100,107,98,114,103,107
CN1C(=O)C(=Cc2cn(CC(O)CN3CCC(N4CCCCC4)CC3)c3ccccc23)C(=O)N(C)C1=O (stereo not given),117,88,.,112,90,103,118,94,109
COc1ccc2c(c1)C(O)C(CO)C(C(=O)O)C2 (stereo not given),113,103,99,111,100,103,109,115,108
COc1cc(C2C3CC4CCCC[C@H]4N3[C@@]3(C(=O)Nc4cc(Cl)ccc43)C2C(=O)c2nc3ccccc3[nH]2)cc(OC)c1OC (stereo not given in full),80,44,57,56,74,71,70,67,94

The listing continues:
compound,DU-145,PC-3,U251,OVCAR-4,OVCAR-5,OVCAR-8,OVCAR-3,SF-268,SK-OV-3
c1ccc(-c2nc3ccccc3nc2-c2ccccn2)nc1,122,98,99,102,112,100,115,114,97
CCOC(=O)c1c[nH]c2c(CC)cccc2c1=O,97,71,85,69,96,79,78,89,107
COc1ccc(-c2nn(-c3ccccc3)cc2/C=C2\SC(=S)N(C3CCCCC3)C2=O)cc1,103,104,97,92,101,99,108,97,98
CCOc1ccc(-c2nc3ccc(-c4nc5ccc(N6CCN(C)CC6)cc5[nH]4)cc3[nH]2)cc1,-100*,-48*,-98*,-65*,-46*,-38*,-100*,-84*,-94*
COc1cccc(-c2nc3occn3c2-c2ccnc(NCCNS(=O)(=O)c3ccc(C)cc3)n2)c1,102,88,95,98,127,90,113,91,108
Cc1ccc(S(=O)(=O)N2CCCCC2)cc1,104,100,101,112,105,105,101,95,95
Cc1ccc(-c2nc(C(Cl)Cl)nc3cc(-c4ccccc4)nn23)cc1,-26*,27,-59*,-24*,-8.8*,10,-43*,24,-32*
Cc1ccc(NC(=O)Nc2ccccc2C(N)=O)cc1,109,.,105,95,105,100,114,92,100
O=C(/C=C/c1cn(Cc2ccc(Cl)cc2)c2ccccc12)c1ccccc1,83,61,99,81,88,88,92,78,86
COc1cc(Nc2nc3ccccc3nc2NS(=O)(=O)c2ccc(NC(=O)c3ccc(C)c(OC)c3)cc2)cc(OC)c1,13&63,11&21,22&55,-2.7*!,3.9*!,5.5*!,7.0*!,18&55,-44*!
